Screening data as filed in PubChem.
PI4K2A block – qHTS for small molecular inhibitors of PI4K2A | Phosphatidylinositol 4-kinase type 2-alpha (Homo sapiens), Q9BTU6 | purified PI4K2A, ADP-Glo luminescence, 1 h; hits give low values | activity change, negative = inhibition, % at 76.9 µM | 420,000 tested, 0.13% active | AID 1346378, 2018; in the data active = activity change below about -50%; inconclusive = mostly about -30% to -49%;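 also: -100% = wells without enzyme as full effect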
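Compounds are screened against recombinant PI4K2A using PI as substrate and ATP, the latter dispensed at 300 microM. Reactions run one hour at ambient temperature before ADP-Glo detection; full inhibition defined by wells lacking enzyme.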
PGK inhibitor – qHTS Assay to Find Inhibitors of Phosphoglycerate Kinase; Phosphoglycerate kinase, glycosomal (Trypanosoma brucei brucei), P07378; PGK/GAPDH coupled, Kinase-Glo luminescence, 60 min; Potency, µM (top dose mostly 57.5 µM), without a hit: top-dose activity change, negative = inhibition, usual class: inhibitors; 380,000 tested, 0.043% active; AID 602233, 2012; also: potency is read from the fitted curve at half-maximal effect; % is scaled to controls: 0 for no effect and ±100 for the full control effect; nearly all actives have a fitted effect of over 60% in size
Target sequence (P07378 whole entry, looked up): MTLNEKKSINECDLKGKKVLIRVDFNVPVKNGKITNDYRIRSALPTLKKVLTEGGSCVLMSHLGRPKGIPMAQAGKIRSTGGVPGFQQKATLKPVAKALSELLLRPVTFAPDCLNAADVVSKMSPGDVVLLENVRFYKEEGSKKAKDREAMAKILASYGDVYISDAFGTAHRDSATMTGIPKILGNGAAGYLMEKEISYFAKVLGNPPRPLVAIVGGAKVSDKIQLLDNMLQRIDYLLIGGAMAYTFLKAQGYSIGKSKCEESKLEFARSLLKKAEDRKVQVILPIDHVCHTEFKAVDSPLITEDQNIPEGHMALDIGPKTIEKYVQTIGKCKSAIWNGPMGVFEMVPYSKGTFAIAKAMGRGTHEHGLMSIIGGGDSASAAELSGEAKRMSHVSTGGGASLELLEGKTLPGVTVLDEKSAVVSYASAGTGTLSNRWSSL
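Luminescent ATP detection (Kinase-Glo Plus) follows a 60-minute room-temperature incubation, with wells lacking PGK as controls. Buffer: 100 mM TEA (pH 7.6), 5 mM MgCl2, 0.01% Tween-20. Coupling enzyme GAPDH (100 nM final) supplies unstable 1,3-BPG in-well.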
G9a inh – qHTS Assay for Inhibitors of Histone Lysine Methyltransferase G9a | Histone-lysine N-methyltransferase EHMT2 (Homo sapiens), Q96KQ7 | G9a H3K9 monomethylation, AlphaScreen, 2 h | Potency, µM (top dose mostly 102 µM), for inactives: top-dose activity, negative = inhibition, most hits filed as inhibitors | 350,000 tested, 8.8% active | AID 504332, 2011; also: potency is read from the fitted curve at half-maximal effect; % is scaled to controls: 0 for no effect and ±100 for the full control effect; nearly all actives have a fitted effect of over 75% in size
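Using a bead-based AlphaScreen, monomethylated H3K9 product from 2 h room-temperature reactions (G9a 20 nM, peptide 500 nM, SAM 20 uM) was detected with 0.5 ug/mL rabbit anti-H3K9me1 antibody.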
JMJD2A Tudor – qHTS Assay for Inhibitors of JMJD2A-Tudor Domain; Lysine-specific demethylase 4A (Homo sapiens), O75164; AlphaScreen JMJD2A-Tudor / H3K4me3 peptide binding; Potency, µM (titrated, usually from 114 µM), inactives show at the top dose activity change, negative = inhibition, hits mostly inhibitors; 390,000 tested, 4.4% active; AID 504339, 2011; also: potency is read from the fitted curve at half-maximal effect; % is scaled to controls: 0 for no effect and ±100 for the full control effect; nearly all actives have a fitted effect of over 50% in size
GLS inhibitor – qHTS for Inhibitors of Glutaminase (GLS) | Glutaminase kidney isoform, mitochondrial (Homo sapiens), O94925 | GLS enzymatic activity, qHTS titration | Potency, µM (highest dose often 45.5 µM), for inactives: at the highest dose activity change, negative = inhibition, usual class: inhibitors | 410,000 tested, 0.21% active | AID 624170, 2012; also: potency is read from the fitted curve at half-maximal effect; % is scaled to controls: 0 for no effect and ±100 for the full control effect
Target sequence (O94925 whole entry, looked up, canonical isoform): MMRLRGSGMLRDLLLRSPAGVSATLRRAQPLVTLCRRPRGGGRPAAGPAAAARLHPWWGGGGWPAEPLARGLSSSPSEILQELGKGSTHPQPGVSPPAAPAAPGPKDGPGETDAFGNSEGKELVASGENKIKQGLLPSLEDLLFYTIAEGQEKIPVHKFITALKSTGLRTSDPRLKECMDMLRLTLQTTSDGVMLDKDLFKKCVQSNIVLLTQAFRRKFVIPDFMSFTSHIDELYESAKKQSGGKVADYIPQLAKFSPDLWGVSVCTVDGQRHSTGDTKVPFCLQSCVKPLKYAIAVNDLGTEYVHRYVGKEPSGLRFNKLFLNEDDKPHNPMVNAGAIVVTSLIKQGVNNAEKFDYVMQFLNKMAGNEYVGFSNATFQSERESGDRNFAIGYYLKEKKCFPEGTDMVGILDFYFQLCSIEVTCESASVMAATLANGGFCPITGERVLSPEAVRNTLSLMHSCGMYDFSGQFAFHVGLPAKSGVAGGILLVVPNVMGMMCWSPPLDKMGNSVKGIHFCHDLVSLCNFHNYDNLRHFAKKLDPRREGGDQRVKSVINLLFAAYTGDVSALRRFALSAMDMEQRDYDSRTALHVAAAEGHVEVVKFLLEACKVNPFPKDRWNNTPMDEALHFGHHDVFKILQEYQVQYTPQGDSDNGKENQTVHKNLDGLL
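Enzyme dispensed in phosphate buffer (45 mM, pH 8.2, 0.02% Tween-20), compounds pinned in, then 1 mM L-glutamine solution and the glutamate oxidase–HRP–Amplex Red mix added; fluorescence read immediately and again after 30 min at room temperature.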
Pin1 inhibitor – qHTS Assay to Find Inhibitors of Pin1. Peptidyl-prolyl cis-trans isomerase NIMA-interacting 1 (Homo sapiens), Q13526. Pin1 FP peptide displacement, HiFluor488, 10 min. Potency, µM (doses to about 115 µM), for inactives: top-dose activity, negative = inhibition, usual class: inhibitors. 390,000 tested, 0.009% active; active = well fitted inhibition curve with a large enough effect in the polarisation, with a control signal flat, not every such curve was filed as active; inconclusive = small, poorly fitted or top-dose-only effect, or effect the other way, or a change in a side signal; inactive = no such curve, though single readings can be large or run the other way; the % refers to the polarisation; also: potency is read from the fitted curve at half-maximal effect; % is scaled to controls: 0 for no effect and ±100 for the full control effect
ERG-DNA inh – qHTS for Small Molecule Inhibitors of the ERG Ets/DNA interaction | Transcriptional regulator ERG (Homo sapiens), P11308 | fluorescence polarization, His-ERG Ets domain / labelled DNA | Potency, µM (series often up to 76.9 µM), without a hit: top-dose FP activity, negative = inhibition, most hits filed as inhibitors | 370,000 tested, 0.028% active; active = well fitted inhibition curve with a large enough effect in the polarisation, with a control signal flat; inconclusive = small, poorly fitted or top-dose-only effect, or effect the other way, or a change in a side signal; inactive = no such curve, though single readings can be large or run the other way; the % refers to the polarisation;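 also: polarization taken with two DNA probes labelled with fluorescein and Texas red; potency is read from the fitted curve at half-maximal effect; % of control where 0% means no effect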
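His-tagged ERG Ets domain (1 uM in the protein solution; 300mM KCl, 50mM Tris-HCl, 1mM EDTA, 1mM DTT, pH 7.5) received compound, then a probe mix of 5 nM fluorescein-DNA and 100nM Texas-615-DNA. Fluorescence polarization was read for both dyes.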
HP1b chromo inh – HTS for Inhibitors of HP1-beta Chromodomain Interactions with Methylated Histone Tails; AlphaScreen HP1-beta / biotin-H3K9me3 peptide binding; Potency, µM (highest dose often 114 µM), for inactives: at the top dose activity change, negative = inhibition, usual class: inhibitors; 390,000 tested, 0.56% active; AID 540317, 2011; also: potency is read from the fitted curve at half-maximal effect; nearly all actives have a fitted effect of over 70% in size; inactives centre near 23
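AlphaScreen: HP1-beta (50 nM) preformed 30 min with biotin-H3(1-18)K9me3 peptide (50 nM) in PBS pH 7.4, 0.01% Tween-20. Compound added for 30 min at RT, then streptavidin donor/nickel chelate acceptor beads (10 ug/mL) for 30 min.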
BAZ2B inh – qHTS Assay for Inhibitors of BAZ2B. Potency, µM (highest dose often 114 µM), for inactives: top-dose activity change, negative = inhibition, actives largely listed as inhibitors. Bromodomain adjacent to zinc finger domain protein 2B (Homo sapiens), Q9UIF8. AID 504333, 2011. AlphaScreen BAZ2B-H3K14Ac peptide displacement. 360,000 tested, 4.4% active; also: potency is read from the fitted curve at half-maximal effect; % is scaled to controls: 0 for no effect and ±100 for the full control effect; nearly all actives have a fitted effect of over 60% in size
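BAZ2B 50 nM plus b-H3(5-23)K14Ac 50 nM, PBS pH 7.4/0.01% Tween-20, 30 min RT; compound added (max 110 uM), 30 min RT; streptavidin donor/Ni-chelate acceptor beads 10 ug/mL final, 20 min dark; AlphaScreen read.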
The depositor's hits bear a star; [ ] = remark or other dose. Unless noted, calls follow the shape of the dose curve; as a rule, active = well fitted curve in the direction sought with a large enough effect; inconclusive = small, poorly fitted or top-dose-only effect, or another doubt; inactive = no such curve, though single readings can be large; an effect the other way counts as inactive or inconclusive.

For C/C(=N/Nc1ccc(C(=O)O)cc1)c1ccc2c(c1)Nc1ccccc1S2 the results were PI4K2A block -4, PGK inhibitor -4%, JMJD2A Tudor inconclusive, GLS inhibitor 12%, Pin1 inhibitor inconclusive, ERG-DNA inh -2% and HP1b chromo inh inconclusive.
CCCCc1ccc(S(=O)(=O)N/N=C(/C)c2ccncc2)cc1 was read as PI4K2A block -1, PGK inhibitor 2%, G9a inh -4%[0.501 µM], JMJD2A Tudor -10%, GLS inhibitor -15%, Pin1 inhibitor -3%, ERG-DNA inh -3%, HP1b chromo inh 46%[activator] and BAZ2B inh -36%.
`CC(=O)Nc1sc(C)c(C)c1C(=O)OCC(=O)N(CC(C)C)c1c(N)n(Cc2ccccc2)c(=O)[nH]c1=O` gave PI4K2A block -2, PGK inhibitor -4%, G9a inh inconclusive, JMJD2A Tudor -28%, GLS inhibitor 2%, Pin1 inhibitor -2%, ERG-DNA inh 13%, HP1b chromo inh -6% and BAZ2B inh 0%.
CCc1nc(Cl)c(C#N)c2c1CCCC2 was read as PI4K2A block 0, PGK inhibitor inactive, G9a inh 40%[59 µM], JMJD2A Tudor 19%, GLS inhibitor -3%, Pin1 inhibitor -2%, ERG-DNA inh 5%, HP1b chromo inh 59%[activator] and BAZ2B inh 1%.
CCCCn1c(N)c(N(CCOC)C(=O)COC(=O)Cc2cccc(OC)c2)c(=O)[nH]c1=O was read as PI4K2A block -1, PGK inhibitor 0%, G9a inh -25%, JMJD2A Tudor -6%, GLS inhibitor 1%, Pin1 inhibitor -6%, ERG-DNA inh 12%, HP1b chromo inh 20% and BAZ2B inh 0%.
Cc1ccc(-c2nnc3ccc(SCC(=O)N4CCCc5ccccc54)nn23)cc1 was read as PI4K2A block -5, PGK inhibitor -1%, G9a inh inconclusive, JMJD2A Tudor 17%, GLS inhibitor 11%, Pin1 inhibitor 1%, ERG-DNA inh 1%, HP1b chromo inh 13% and BAZ2B inh -10%.
CCCN(C(=O)c1c(CC)noc1C)c1c(N)n(Cc2ccccc2)c(=O)[nH]c1=O was read as PI4K2A block -1, PGK inhibitor 0%, G9a inh 5%[0.501 µM], JMJD2A Tudor 6%, GLS inhibitor 5%, Pin1 inhibitor 0%, ERG-DNA inh 12%, HP1b chromo inh 17% and BAZ2B inh 0%.
For O=C(Nc1ccncc1)Nc1ccccn1 the results were PI4K2A block 3, PGK inhibitor 1%, G9a inh -5%[12.7 µM], JMJD2A Tudor -4%, GLS inhibitor 0%, Pin1 inhibitor 2%, ERG-DNA inh -6%, HP1b chromo inh 26% and BAZ2B inh 0%.
Screening Cc1ccc(S(=O)(=O)n2nc(-c3ccccc3)nc2NCc2ccccc2Cl)cc1 returned PI4K2A block 4, PGK inhibitor inactive, G9a inh 15%[59 µM], JMJD2A Tudor 20%, GLS inhibitor -1%, Pin1 inhibitor -3%, ERG-DNA inh 1%, HP1b chromo inh 51%[activator] and BAZ2B inh 5%.
Screening CCC(C)(C)NC(=O)C(c1ccccc1Cl)N(C(=O)CCC(=O)Nc1cc(C)on1)C1CC1 (stereo unspecified) returned PI4K2A block 0, PGK inhibitor -4%, G9a inh 15%[59 µM], JMJD2A Tudor -31%, GLS inhibitor -10%, Pin1 inhibitor 3%, ERG-DNA inh -7%, HP1b chromo inh 6% and BAZ2B inh 4%.
Screening O=C(NCCN1CCOCC1)c1ccc(Cl)cc1O returned PI4K2A block 5, PGK inhibitor 5%, G9a inh -8%, JMJD2A Tudor -1%, GLS inhibitor -1%, Pin1 inhibitor -1%, ERG-DNA inh -8%, HP1b chromo inh 9% and BAZ2B inh 3%.
Screening NCCCCc1ccc2ccc3cccc4ccc1c2c34 returned PI4K2A block -4, PGK inhibitor inactive, G9a inh -38%, JMJD2A Tudor -4%, GLS inhibitor -18%, Pin1 inhibitor -2%, ERG-DNA inh -7%, HP1b chromo inh 22% and BAZ2B inh 5%.
Screening COc1cccc(-n2nc(C(C)=O)c(=O)[nH]c2=O)c1 returned PI4K2A block -5, PGK inhibitor inactive, G9a inh -20%, JMJD2A Tudor -14%, GLS inhibitor -11%, Pin1 inhibitor -9%, ERG-DNA inh 4%, HP1b chromo inh 2% and BAZ2B inh -12%.
For C=CCn1c(SCC(=O)N(CCC)C2CCS(=O)(=O)C2)nnc1-c1ccccc1OC (stereo unspecified) the results were PI4K2A block -3, PGK inhibitor -7%, G9a inh -7%, JMJD2A Tudor -15%, GLS inhibitor 0%, Pin1 inhibitor 2%, ERG-DNA inh 18%, HP1b chromo inh 30% and BAZ2B inh 1%.
COc1ccc(S(=O)(=O)Nc2ccc(C(F)(F)F)cc2)cc1OC was read as PI4K2A block -2, PGK inhibitor 3%, G9a inh -19%[12.7 µM], JMJD2A Tudor -19%, GLS inhibitor 12%, Pin1 inhibitor -2%, ERG-DNA inh 7%, HP1b chromo inh 25% and BAZ2B inh 0%.
COc1cccc(NC(=O)C2CCCN2C(=O)Nc2ccccc2F)c1 (stereo unspecified) was read as PI4K2A block -2, G9a inh -23%[59 µM], JMJD2A Tudor -7%, GLS inhibitor 3%, Pin1 inhibitor -12% and HP1b chromo inh 40%[activator].
For CCOC(=O)C1CCN(C(=O)c2sc3nc(-c4ccc(F)cc4)cn3c2C)CC1 the results were PI4K2A block -1, PGK inhibitor -3%, G9a inh -1%[59 µM], JMJD2A Tudor -13%, GLS inhibitor 15%, Pin1 inhibitor 3%, ERG-DNA inh 4%, HP1b chromo inh 7% and BAZ2B inh -5%.
COCc1nnc(NC(=O)COc2ccc3c(c2)OCO3)s1 was read as PI4K2A block 0, PGK inhibitor -5%, G9a inh 22µM*, JMJD2A Tudor -22%, GLS inhibitor -1%, Pin1 inhibitor -2%, ERG-DNA inh 4%, HP1b chromo inh inconclusive and BAZ2B inh -31%.
C/C(=N\Nc1nc(-c2cc(C)ccc2C)cs1)c1cc2c(ccc3ccccc32)oc1=O was read as PI4K2A block inconclusive, PGK inhibitor -10%, G9a inh -11%[59 µM], JMJD2A Tudor inconclusive, GLS inhibitor 20%, Pin1 inhibitor 22%, ERG-DNA inh 2%, HP1b chromo inh -3% and BAZ2B inh -3%.
Screening CC[n+]1c(/C=C(/C)SC)sc2ccccc21 returned PI4K2A block 1, PGK inhibitor inactive, G9a inh 45µM*, JMJD2A Tudor -15%, GLS inhibitor -15%, Pin1 inhibitor 7%, ERG-DNA inh -4%, HP1b chromo inh 42%[activator] and BAZ2B inh inconclusive.
`COc1ccc(-c2cc(C3CCN(Cc4cccc(C(F)(F)F)c4)CC3)[nH]n2)cc1` gave PI4K2A block 0, PGK inhibitor 13%, G9a inh inconclusive, JMJD2A Tudor inconclusive, GLS inhibitor 0%, Pin1 inhibitor -1%, ERG-DNA inh 6%, HP1b chromo inh -5% and BAZ2B inh inconclusive.
Cc1nc2nc(CCc3ccccc3)nn2c(C)c1Cl was read as PI4K2A block -3, PGK inhibitor -2%, G9a inh 76%[activator][59 µM], JMJD2A Tudor 2%, GLS inhibitor -13%, Pin1 inhibitor 0%, ERG-DNA inh 1%, HP1b chromo inh 31% and BAZ2B inh -38%.
For CCc1c(C2(O)CCCCC2)[nH]c2ncccc12 the results were PI4K2A block -1, PGK inhibitor 0%, G9a inh 4%[0.501 µM], JMJD2A Tudor -21%, GLS inhibitor 6%, Pin1 inhibitor -4%, ERG-DNA inh 8%, HP1b chromo inh 38% and BAZ2B inh 4%.
`O=[N+]([O-])c1cnc(Sc2ccncn2)s1` gave PI4K2A block -14, PGK inhibitor -7%, G9a inh 10µM*, JMJD2A Tudor -22%, GLS inhibitor 26%, Pin1 inhibitor -6%, ERG-DNA inh 3%, HP1b chromo inh -2% and BAZ2B inh -20%.
For CC(=O)NNC(=O)c1nc(-c2ccccc2)c(C)o1 the results were PI4K2A block 2, PGK inhibitor -6%, G9a inh inconclusive, JMJD2A Tudor -5%, GLS inhibitor 16%, Pin1 inhibitor -4%, ERG-DNA inh 7%, HP1b chromo inh 34% and BAZ2B inh -39%.
`O=C(CCc1nc2ccccc2c(=O)[nH]1)NCc1ccccn1` gave PI4K2A block 4, PGK inhibitor 0%, G9a inh 14%, JMJD2A Tudor -6%, GLS inhibitor 0%, Pin1 inhibitor -9%, ERG-DNA inh 1%, HP1b chromo inh 42%[activator] and BAZ2B inh 1%.
Screening Cc1cc(C)nc(SCC(=O)N/N=C\C(Br)=C\c2ccccc2)n1 returned PI4K2A block 3, PGK inhibitor -5%, G9a inh -2%[59 µM], JMJD2A Tudor -18%, GLS inhibitor 1%, Pin1 inhibitor -11%, ERG-DNA inh 3%, HP1b chromo inh 32% and BAZ2B inh -21%.
`CCOCCCNc1c(CC)c(C)c(C#N)c2nc3ccccc3n12` gave PI4K2A block 2, PGK inhibitor -1%, G9a inh 82%[activator], JMJD2A Tudor 34%, GLS inhibitor -5%, Pin1 inhibitor 2%, ERG-DNA inh 5%, HP1b chromo inh 73%[activator] and BAZ2B inh inconclusive.
